Thrombin inh: inhibitors of human thrombin; P00734; inhibition, % at 5 µM; actives 0.26% (n = 220,000); alpha-thrombin, Boc-VPR-AMC fluorogenic substrate cleavage;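 active means inhibition at or above 40%; inactive means inhibition below 40%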;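 further: 0% = enzyme with no compound and 100% = wells without enzyme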
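System – human alpha-thrombin protein · Reagent – Boc-VPR-AMC substrate, 15 µM final · Compound – 5 µM single dose in 0.2% DMSO · Schedule – reaction at room temperature · Technique – AMC fluorescence at 355 nm excitation and 460 nm emission · Read-out basis – % inhibition relative to enzyme controls and enzyme-free blanks · Control set – no-compound enzyme wells and no-enzyme blanks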
FXIa inh: factor XIa (human) inhibition. actives 0.14% (n = 220,000). purified FXIa, Boc-Glu-Ala-Arg-AMC fluorogenic substrate. inhibition, % at 5 µM. P03951;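 active means inhibition of at least 40%; inactive means inhibition below 40%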;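 further: fluorescence of freed AMC excited at 355 nm; 0% = enzyme without compound and 100% = no enzyme blank; many of its hits are not listed in these tables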
PERK inh: blocks human PERK kinase; Q9NZJ5; CHO PERK-DD fusion, SEAP luminescence translation reporter; inhibition, % at 5.6 µM; actives 0.17% (n = 220,000); AID 1416;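 active means inhibition above the mean inhibition of all tested compounds plus 3 SD, set separately per screening campaign, cut at about 2.9% in these data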;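 further: PERK kinase domain activated by AP20187 dimerizer at 100 nM; 0% = DMSO with dimerizer and 100% = rapamycin at 8.4 µM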
Wee1 stabilizer: human Wee1 degradation inhibition, primary screen; HeLa Luc-Wee1K328M stability, luciferase luminescence; 100% = proteasome inhibitor MG132 effect; reporter increase, % at 5 µM; AID 1321; actives 1.2% (n = 220,000); P30291;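 active means activation above the mean of all tested compounds plus 3 SD, set per screening run, cut at about 8.8% in these data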;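 further: cells exposed to compound for 20 h before luminescence read; 0% = DMSO alone and 100% = MG132 at 30 µM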
p97 inhibitor: blocks human p97 ATPase activity; P55072; recombinant p97 ATPase, Kinase-Glo ATP luminescence, 3 h; inhibition, % at 8 µM; actives 0.42% (n = 220,000); in the data active means inhibition above about 15%;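 further: 0% = DMSO vehicle and 100% = wells lacking enzyme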
Target sequence (P55072 whole entry, looked up): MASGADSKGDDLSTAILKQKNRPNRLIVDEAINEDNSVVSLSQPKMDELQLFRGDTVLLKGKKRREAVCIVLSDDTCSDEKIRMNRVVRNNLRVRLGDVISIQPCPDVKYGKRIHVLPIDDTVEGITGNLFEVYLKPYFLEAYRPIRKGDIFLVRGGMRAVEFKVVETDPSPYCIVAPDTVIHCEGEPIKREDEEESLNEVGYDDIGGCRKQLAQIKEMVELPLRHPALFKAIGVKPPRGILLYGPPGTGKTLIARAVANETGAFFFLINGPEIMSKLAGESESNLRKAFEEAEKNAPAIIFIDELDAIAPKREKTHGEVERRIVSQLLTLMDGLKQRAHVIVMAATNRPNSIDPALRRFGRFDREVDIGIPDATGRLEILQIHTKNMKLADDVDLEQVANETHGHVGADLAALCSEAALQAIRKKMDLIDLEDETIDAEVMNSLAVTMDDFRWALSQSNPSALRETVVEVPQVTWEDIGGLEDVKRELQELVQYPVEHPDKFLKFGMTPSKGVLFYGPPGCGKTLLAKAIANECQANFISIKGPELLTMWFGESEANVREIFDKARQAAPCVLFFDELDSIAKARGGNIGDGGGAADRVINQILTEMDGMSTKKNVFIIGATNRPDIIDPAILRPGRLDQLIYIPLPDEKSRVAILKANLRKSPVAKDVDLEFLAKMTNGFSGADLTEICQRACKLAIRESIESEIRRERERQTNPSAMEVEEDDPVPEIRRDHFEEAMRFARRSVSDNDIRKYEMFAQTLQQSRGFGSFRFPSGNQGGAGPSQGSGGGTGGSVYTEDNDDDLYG
KLK5 inh: kallikrein 5 (human) inhibition. recombinant hK5, fluorogenic AMC substrate cleavage. Q9Y337. AID 873. inhibition, % at 5 µM. actives 0.59% (n = 210,000);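 active means inhibition of 40% or more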;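 further: 0% = enzyme controls without compound and 100% = no-enzyme blanks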
Target sequence (Q9Y337 67-293 limits assumed): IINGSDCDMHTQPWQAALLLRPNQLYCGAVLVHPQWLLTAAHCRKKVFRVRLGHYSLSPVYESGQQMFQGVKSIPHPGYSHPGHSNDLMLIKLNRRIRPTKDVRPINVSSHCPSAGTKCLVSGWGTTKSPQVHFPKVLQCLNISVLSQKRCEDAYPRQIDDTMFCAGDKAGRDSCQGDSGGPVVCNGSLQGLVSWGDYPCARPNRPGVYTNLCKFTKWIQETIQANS
KCC2 mod: modulates chloride dependent transport by human KCC2 | Q9H2X9 | KCC2 cells, thallium flux FluoZin-2 fluorescence | actives 2.2% (n = 190,000) | B-score of Tl+ flux slope (higher = more flux/activation; lower = inhibition) at 10 µM;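 active means thallium flux slope and its plate-corrected score both differing from the plate sample mean at a set confidence after two filtering rounds, in either direction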;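 further: slope of fluorescence scaled to starting intensity during 10 to 20 s after thallium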
Furin inh: blocks human furin protease activity | purified furin, fluorogenic substrate cleavage | actives 0.061% (n = 220,000) | P09958 | AID 463115 | inhibition, % at 30 µM; in the data active means inhibition above about 25%; further: inactives centre near -15
FXIIa inh: blocks human coagulation factor XIIa protease activity. P00748. purified FXIIa, Boc-QGR-AMC fluorogenic substrate, 2 h. inhibition, % at 5 µM. actives 0.3% (n = 220,000); in the data active means inhibition above about 40%;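 further: 0% = enzyme with no compound and 100% = blank without enzyme; many of its hits are not listed in these tables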
Active calls of the source: *; · = no result given; [ ] = another dose, or the depositor's remark.

SMILES	Thrombin inh	FXIa inh	PERK inh	Wee1 stabilizer	p97 inhibitor	KLK5 inh	KCC2 mod	Furin inh	FXIIa inh
O=S1(=O)N=C2CCCCCN2C(c2ccc(Br)cc2)N1 (stereo not drawn)	-10.3	-3.5	1.4	-4.0	6.1	-2.0	0.736	0.7	3.1
NC(=O)CCN1CCN(CCOC2Cc3cc(Cl)ccc3Sc3ccccc32)CC1 (stereo not drawn)	-2.9	2.3	-1.4	0.4	-6.7	-9.2	·	-17.1	12.2
CCCSc1nnc(Cn2c(=O)sc3ccccc32)n1-c1ccccc1	-3.0	-9.6	0.5	1.0	-7.7	3.7	-0.739	-12.8	-1.8
O=C1CCCC2=C1C(c1ccc(O)c(Br)c1)C1=C(CCCC1=O)N2c1ccccc1	-3.6	-3.5	0.2	1.2	0.6	-1.1	-0.912	-21.7	7.1
CCCCN(CC)C(=O)c1ccccc1Oc1ccccc1	-4.1	6.5	0.7	-0.8	-0.7	-7.4	-1.73	-14.1	10.9
CCN(CC)S(=O)(=O)c1ccc(C(=O)Nc2ccc(Cc3ccncc3)cc2)cc1	-11.2	1.1	-0.7	-1.5	0.4	6.7	-1.45	-20.1	7.3
Cc1ccc(NC(=O)N2CCC(C(=O)NCC(C)C)CC2)cc1	-5.2	-0.2	0.0	3.5	-2.3	-10.6	·	-17.9	20.0
CN1CCN(CCc2nc3cc(NC(=O)c4ccco4)ccc3n2C)CC1	-5.7	0.6	1.4	-4.3	3.2	-0.2	0.134	-19.0	5.3
CCc1cc2c(=O)c(-c3nc4ccccc4n3C)c(C(C)C)oc2c(CN2CCN(C)CC2)c1O	3.9	8.4	-1.2	-3.3	-2.0	13.1	1.31	-14.5	13.6
COc1ccccc1N(C1=NCCCS1)S(=O)(=O)c1ccc(C(C)(C)C)cc1	1.8	3.3	0.8	0.8	0.7	22.0	·	-30.3	9.4
O=C1CC(=O)Nc2cc(S(=O)(=O)N3CCN(c4cccc(C(F)(F)F)c4)CC3)ccc2N1	0.6	-1.5	-0.3	0.4	-2.3	-7.0	-2.24	-17.5	5.8
Cc1c(/C=N\NC(=O)c2ccc([N+](=O)[O-])cc2)cnn1C	-1.1	6.4	0.3	0.1	1.2	-9.4	0.134	-12.6	11.4
CCOC(=O)CCCNC(=O)c1cncc(Br)c1	-0.2	-8.3	0.6	0.2	4.9	1.1	1.37	-21.8	2.3
CCOC(=O)Cc1csc(NC(=O)CN(C)S(=O)(=O)c2cccc3cccnc23)n1	1.9	-3.5	·	·	·	4.1	-0.299	-16.4	3.7
O=[N+]([O-])c1ccc2[nH]nc(-c3ccccc3)c2c1	-6.7	2.8	0.4	8.9*	-2.1	-4.0	-0.437	-10.8	6.9
COC(=O)c1cc(OC)c(OC)cc1NC(=S)N1CCN(C)CC1	-5.5	-4.8	-1.7	1.0	-2.4	-22.4	·	-13.6[20 µM]	6.5
CCC1=C2CC[C@H]3C(=O)N(c4ccccc4)C(=O)[C@H]3[C@H]2[C@@]2(C)C(=NCc3ccccc3)OC(=O)N2C1=O	-8.9	7.0	·	·	·	-0.5	0.651	-27.8	10.6
Cc1nc2c(ccc3nc(NC(=O)Cc4cccc5ccccc45)sc32)s1	2.1	7.8	-0.2	-2.4	11.1	-10.6	0.179	-0.9	13.3
CC1=C(C(=O)NC(C)CCc2ccccc2)C2(CCC(C)CC2)OC1=O (stereo not drawn)	-1.8	4.2	0.9	-0.3	1.0	2.0	-2.48	-23.2	13.1
O=C(NC1(C(F)(F)F)C(=O)Nc2c1c(=O)[nH]c(=O)n2Cc1ccccc1)c1ccco1 (stereo not drawn)	-1.9	5.8	1.1	2.7	5.2	-1.3	0.58	-10.7[20 µM]	18.2
NS(=O)(=O)c1ccc(NC(=O)C2Cc3ccccc3C(=O)O2)cc1 (stereo not drawn)	11.7	8.7	0.2	2.2	-2.4	-1.1	-1.19	2.6	11.8
Cc1nnc(N2CCN(c3ccccc3)CC2)[nH]c1=O	-4.1	-1.1	-0.4	0.1	0.3	0.7	-0.0863	-19.0[20 µM]	5.7
CN(C)CCCNC(=O)CC(c1ccc(F)cc1)c1ccco1 (stereo not drawn)	-5.6	-9.3	-0.1	-1.0	5.5	0.4	0.288	-23.1	-3.7
COc1ccc(NC(=O)C2CCN(C(=O)c3ccccc3)CC2)c(OC)c1	4.9	1.6	-0.3	-0.7	-0.4	2.5	·	-23.5	12.2
CN1CCC(=NOc2ccc([N+](=O)[O-])cc2)CC1	-6.1	2.1	0.4	-1.4	0.1	7.4	1.21	-2.7	5.1
O=C(CSc1nc(-c2ccccc2)nc2ccccc12)Nc1cccc(C(=O)O)c1	-7.2	2.0	0.7	0.5	9.3	2.5	7.42*	-10.8	10.6
Cc1cc(OCC(=O)C(C)(C)C)c2c(C)c(C)c(=O)oc2c1	0.9	4.0	-1.2	-2.8	-10.5	-0.6	·	-1.8	14.5
CCOC(=O)C1=C(C)NC(=S)NC1c1ccc(OC(=O)c2ccco2)cc1 (stereo not drawn)	17.8	12.9	0.1	2.8	-7.2	30.6	-0.959	2.2	5.7
Cc1ccc(-c2nnn(CC(=O)N(CC3CCCO3)C(C(=O)NC3CCCC3)c3ccc(F)cc3)n2)o1 (stereo not drawn)	-1.1	-12.1	0.8	2.5	4.9	6.8	0.931	-21.8[20 µM]	4.7
CC(C)(C)c1cc(P(=O)(c2ccccc2)c2ccccc2)ccc1O	-5.3	-0.8	0.8	0.9	2.0	-4.6	·	-16.5	6.5

An excerpt of these results, with two lines to a compound:
Under each structure: Thrombin inh, FXIa inh, PERK inh, Wee1 stabilizer, p97 inhibitor, KLK5 inh, KCC2 mod, Furin inh, FXIIa inh
- COC(=O)c1cc(OC)c(OC)cc1NC(=S)N1CCN(C)CC1
    -5.5, -4.8, -1.7, 1.0, -2.4, -22.4, ·, -13.6[20 µM], 6.5
- Cc1nnc(N2CCN(c3ccccc3)CC2)[nH]c1=O
    -4.1, -1.1, -0.4, 0.1, 0.3, 0.7, -0.0863, -19.0[20 µM], 5.7
- Cc1c(/C=N\NC(=O)c2ccc([N+](=O)[O-])cc2)cnn1C
    -1.1, 6.4, 0.3, 0.1, 1.2, -9.4, 0.134, -12.6, 11.4

Quoted at random: four compounds from above.
SMILES	Thrombin inh	FXIa inh	PERK inh	Wee1 stabilizer	p97 inhibitor	KLK5 inh	KCC2 mod	Furin inh	FXIIa inh
CCc1cc2c(=O)c(-c3nc4ccccc4n3C)c(C(C)C)oc2c(CN2CCN(C)CC2)c1O	3.9	8.4	-1.2	-3.3	-2.0	13.1	1.31	-14.5	13.6
O=C(CSc1nc(-c2ccccc2)nc2ccccc12)Nc1cccc(C(=O)O)c1	-7.2	2.0	0.7	0.5	9.3	2.5	7.42*	-10.8	10.6
CCCCN(CC)C(=O)c1ccccc1Oc1ccccc1	-4.1	6.5	0.7	-0.8	-0.7	-7.4	-1.73	-14.1	10.9
COC(=O)c1cc(OC)c(OC)cc1NC(=S)N1CCN(C)CC1	-5.5	-4.8	-1.7	1.0	-2.4	-22.4	·	-13.6[20 µM]	6.5

(next part)
SMILES	Thrombin inh	FXIa inh	PERK inh	Wee1 stabilizer	p97 inhibitor	KLK5 inh	KCC2 mod	Furin inh	FXIIa inh
CC(=O)Nc1cccc(C(=O)Nc2ccccc2N2CCOCC2)c1	1.2	8.2	0.1	9.0*	3.5	3.5	-0.208	-23.0[20 µM]	6.6
CCOC(=O)c1c(C)oc2c1c(C=NC1CCS(=O)(=O)C1)c(O)c1ccccc12 (stereo not drawn)	-0.7	5.9	1.8	1.3	6.8	-11.7	0.262	-4.8	16.0
O=C(CC1SC(=O)N(Cc2ccccc2)C1=O)Nc1nccs1 (stereo not drawn)	4.1	-7.2	1.2	4.6	4.2	-1.5	-0.00408	-20.1	0.9
O=C(COC(=O)C12CC3CC(CC(Br)(C3)C1)C2)Nc1cccnc1Cl	0.6	0.5	-0.2	-1.8	0.8	0.6	-0.357	-13.3	3.9
O=C(O)C1CSC(CCc2ccccc2)N1 (stereo not drawn)	-0.5	-6.5	0.9	2.8	-0.4	-18.8	0.3	-16.2	11.0
Brc1ccc(-c2nc3ccccc3s2)s1	-3.7	-13.2	0.2	2.9	0.2	-8.9	0.862	-15.4	-8.4
COCC(=O)OCc1cc2cccc(C)c2[nH]c1=O	2.0	-0.7	-1.1	1.5	6.2	-3.6	-0.234	-9.8	2.9
CCN1CCN(Cc2cc(=O)oc3ccc(Cl)cc23)CC1	5.2	20.3	-0.4	-2.3	-1.3	-23.1	·	-9.5	27.1
O=C(NCc1ccc2c(c1)OCO2)C1CCN(S(=O)(=O)c2cccc3nsnc23)CC1	-5.2	-1.1	-0.1	2.6	7.7	-2.5	0.597	-14.8	-2.5
CCc1nnc(NC(=O)CCC(=O)N2CCN(c3ccccn3)CC2)s1	-5.4	0.2	0.7	-0.2	2.7	-5.5	-0.51	-7.5[20 µM]	6.8
Cc1cc(C)cc(NC(=S)NCc2ccc(F)cc2)c1	-5.6	27.1	0.1	1.8	4.0	-15.3	-0.205	-4.6	21.4
CCN(C(=O)CSc1nnnn1C)c1c(N)n(Cc2ccccc2)c(=O)[nH]c1=O	-10.6	-3.8	0.9	4.9	6.5	-5.4	0.259	-24.8	2.2
COC(=O)c1ccc(NC(=O)c2ccccc2CC[N+](=O)[O-])cc1	-3.4	-5.6	0.4	2.0	2.9	-2.9	-0.238	-20.9	2.8
CC(NC(=S)NC1CCCCC1)C(c1ccccc1)N1CCOCC1 (stereo not drawn)	·	-1.6	0.1	-1.3	1.2	-3.0	0.345	-6.2	-0.1
Cc1ccc2oc(=O)c3cnn(CC(=O)NC4CCCCC4C)c3c2c1 (stereo not drawn)	-5.2	3.0	0.9	-2.8	3.7	-1.6	-0.0974	-28.1	5.9
Cc1cccc(-c2nc(CS(=O)CC(=O)N3CCc4ccccc4C3)c(C)o2)c1 (stereo not drawn)	-11.2	-9.9	-0.5	-1.7	-3.2	-32.3	·	-31.2	-0.4
Cn1nc(C(C)(C)C)c(NC(=O)c2ccc(F)cc2)c1C(C)(C)C	-9.2	-6.5	-0.5	2.6	-2.2	-5.3	1.19	-5.4	2.0
O=C(/C=C/c1cccc(OCc2ccccc2)c1)c1cccnc1	9.2	-4.1	0.4	-2.9	1.4	-4.0	-0.529	-10.7	6.4
Cc1c(CN2CCN(c3cccc(C(F)(F)F)c3)CC2)c(=O)n(-c2ccccc2)n1C	5.3	1.4	-0.3	-2.6	-6.9	-3.4	1.06	-13.4	13.3
COc1ccccc1OC(C)c1nnc(SCC(=O)Nc2c(C)n(C)n(-c3ccccc3)c2=O)n1-c1ccccc1 (stereo not drawn)	4.7	2.9	0.7	1.7	-1.4	0.9	-0.896	-5.7[20 µM]	4.0
CC1=NN(c2cccc(C(=O)O)c2)C(=O)/C1=C\C=C\c1ccco1	25.4	-0.3	0.8	1.4	0.2	32.0	0.318	-9.9[20 µM]	19.3
Fc1cccc(NC(=S)NCc2ccc(Cl)cc2)c1	-6.6	7.5	0.6	6.4	3.3	-13.4	-0.869	-10.9	8.0
CCOC(=O)C1=C(CNCc2ccc(F)cc2)NC(=O)NC1c1cccc([N+](=O)[O-])c1 (stereo not drawn)	2.9	10.4	-1.3	-2.1	0.7	-8.4	-1.41	-2.6	10.8

Compound activity as filed in PubChem BioAssay.
